S-ASM inh: blocks human secretory acid sphingomyelinase. Potency, µM (highest dose often 57.5 µM), inactives show at the highest dose activity change, negative = inhibition, hits mostly inhibitors. placental ASM, HMU-PC fluorogenic substrate, 60 min. 340,000 compounds, 0.006% hits; also: potency is read from the fitted curve at half-maximal effect
Target sequence (P17405 47-631 limits assumed): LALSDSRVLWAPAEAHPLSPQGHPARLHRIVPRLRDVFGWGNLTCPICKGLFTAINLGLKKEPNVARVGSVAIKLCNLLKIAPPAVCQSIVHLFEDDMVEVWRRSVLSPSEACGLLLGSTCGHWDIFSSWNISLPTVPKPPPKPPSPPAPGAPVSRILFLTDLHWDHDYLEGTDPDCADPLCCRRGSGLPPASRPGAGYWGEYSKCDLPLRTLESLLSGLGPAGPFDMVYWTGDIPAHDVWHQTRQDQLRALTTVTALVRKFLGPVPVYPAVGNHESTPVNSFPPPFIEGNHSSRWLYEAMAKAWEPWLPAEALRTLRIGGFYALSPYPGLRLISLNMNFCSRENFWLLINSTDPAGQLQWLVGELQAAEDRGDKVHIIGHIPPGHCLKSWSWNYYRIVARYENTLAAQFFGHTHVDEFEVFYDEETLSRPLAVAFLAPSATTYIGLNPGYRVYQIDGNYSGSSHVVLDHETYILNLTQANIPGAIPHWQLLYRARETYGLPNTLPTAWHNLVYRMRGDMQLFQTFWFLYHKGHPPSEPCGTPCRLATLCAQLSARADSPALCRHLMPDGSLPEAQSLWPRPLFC
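Fluorescence read-out (Ex 386 nm, Em 447 nm) after stopping the reaction at pH 10. Enzyme: ASM from human placenta; substrate HMU-PC0, 9 uM final; 60 min, 37 °C. Compound preincubation 10 min, ambient temperature.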
CXXC DNA block: MLL CXXC-DNA interaction inhibition | 290,000 compounds, 0.037% hits | Potency, µM (titrated, usually from 115 µM), inactives show at the highest dose activity change, negative = inhibition, actives largely listed as inhibitors | Q03164 | AID 2662 | MLL-CXXC / FITC-HOXA9 DNA fluorescence polarization; active = well fitted inhibition curve with a large enough effect in the polarisation, with a control signal flat, not every such curve was filed as active; inconclusive = small, poorly fitted or top-dose-only effect, or effect the other way, or a change in a side signal; inactive = no such curve, though single readings can be large or run the other way; the % refers to the polarisation; also: potency is read from the fitted curve at half-maximal effect
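Purified MLL-CXXC (added from a 7 uM solution) was preincubated 5 min at ambient with pinned compounds in 50 mM Tris-HCl pH 7.5, 50 mM NaCl, 1 mM DTT, 0.05% BSA. Fluorescein-labeled HOX-A9 DNA (50 nM solution) followed, 30 min, then polarization read.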
FBPA coupling cs: coupling enzyme interference in Giardia aldolase counter-screen; 290,000 compounds, 0.67% hits; coupling enzyme system counterscreen, AmpLite Red fluorescence; activity change, negative = inhibition, % at 58.2 µM, hits read low; AID 2472; in the data active = activity change below about -30%; also: % is scaled to controls: 0 for no effect and ±100 for the full control effect
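Fluorescence at 525 nm excitation and 598 nm emission measured inhibition of the coupled detection system without aldolase. Compounds (at 57.5 uM final) were preincubated 10 min at room temperature with coupling enzyme reagent before a 20 min substrate/AmpLite Red step.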
KCNH2 3.1 inh: KCNH2 3.1 (human) potassium channel inhibition; U2OS KCNH2 3.1, thallium flux FluxOr; active compounds read low; activity change, % (tested at about 1.8 µM); 340,000 compounds, 0.95% hits; AID 720553;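 active = maximum activity change below -70%; inconclusive = maximum activity change from -70% to -50%; inactive = maximum activity change above -50%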;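 also: thallium influx rate constant from kinetic fluorescence after stimulation buffer; % is scaled to controls: 0 for no effect and ±100 for the full control effect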
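FluxOr-based Tl+ influx in U2OS cells transduced with KCNH2 3.1 virus; rate constants normalized to DMSO controls.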
MBNL1-CUG inh: MBNL1-poly(CUG) RNA binding inhibition | Q9NR56 | TR-FRET MBNL1-His/biotin-(CUG)12 binding, 665/545 ratio | Potency, µM (series often up to 57.5 µM), without a hit: at the highest dose activity change, negative = inhibition, usual class: inhibitors | 280,000 compounds, 0.036% hits | AID 2675; active = well fitted inhibition curve with a large enough effect in the signal ratio, with a control signal flat, not every such curve was filed as active; inconclusive = small, poorly fitted or top-dose-only effect, or effect the other way, or a change in a side signal; inactive = no such curve, though single readings can be large or run the other way; the % refers to the signal ratio; also: potency is read from the fitted curve at half-maximal effect; % is scaled to controls: 0 for no effect and ±100 for the full control effect
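TR-FRET readout: Ex 340 nm, 665/545 nm emission ratio, normalized to buffer-only (basal) and MBNL1-(CUG)12 controls. Complex of MBNL1-His with Biotin-(CUG)12, compounds 92 nM–58 uM, incubated 60 min at room temperature.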
Integrin act MD: activates integrin-mediated alleviation for muscular dystrophy; alpha7betagal myoblasts, beta-gal FDG fluorescence, 48 h; Potency, µM (doses to about 38.3 µM), inactives show at the highest dose activation, most hits filed as activators; 350,000 compounds, 0.064% hits;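 also: potency is read from the fitted curve at half-maximal effect; 100% = response of the positive control SU9516; nearly all actives have a fitted effect of over 60% in size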
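alpha7betagal+/- myoblasts (passage 13, 250/well) treated 48 h at 37C with compounds at 1:260 dilution of DMSO stock. Lysed, then beta-galactosidase activity read as FDG fluorescence (ex 480/em 540) after 30 min, with pre-read for autofluorescence.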
TRPV1 ag: agonists of human vanilloid receptor 1 (TRPV1); TRPV1-expressing cells, Fluo-8 calcium influx, agonist mode; Q8NER1; 320,000 compounds, 0.19% hits; activation, % at 8.33 µM; in the data active = activation above about 80%; inconclusive = between about 30% and that limit; also: 0% is about no effect
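Cells expressing TRPV1 were dye-loaded with Fluo-8 and read kinetically: 10 s baseline, 3 min after compound (agonist portion), then 2 min after EC20 capsaicin (allosteric enhancer portion). Calcium-bound dye fluorescence at 480/520 nm.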
A-T KAP1 phos: candidate therapy for ataxia-telangiectasia. […] A-T fibroblasts, KAP-1 phosphorylation AlphaLISA; neocarzinostatin DNA damage 30 min before lysis. Potency, µM (series often up to 57.5 µM), for inactives: top-dose activation, most hits filed as activators. 320,000 compounds, 0.19% hits. AID 485349; also: potency is read from the fitted curve at half-maximal effect; % of control where 0% means no effect; nearly all actives have a fitted effect of over 45% in size
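ATM-like activity read as KAP-1 phosphorylation via AlphaLISA donor/acceptor antibody pairs after lysis and 6 hr at 25C. Cells were ATM-null patient fibroblasts ([…], hTERT), dosed 60 min, then exposed to the DSB inducer NCS for 30 min.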
GALK inhibitor: galactokinase (human) inhibition. Potency, µM (titrated, usually from 57.5 µM), inactives show at the highest dose activity change, negative = inhibition, usual class: inhibitors. Purified GALK, Kinase-Glo residual ATP luminescence. 270,000 compounds, 0.007% hits. AID 1868; also: potency is read from the fitted curve at half-maximal effect; % is scaled to controls: 0 for no effect and ±100 for the full control effect
Target sequence (P51570 whole entry, looked up): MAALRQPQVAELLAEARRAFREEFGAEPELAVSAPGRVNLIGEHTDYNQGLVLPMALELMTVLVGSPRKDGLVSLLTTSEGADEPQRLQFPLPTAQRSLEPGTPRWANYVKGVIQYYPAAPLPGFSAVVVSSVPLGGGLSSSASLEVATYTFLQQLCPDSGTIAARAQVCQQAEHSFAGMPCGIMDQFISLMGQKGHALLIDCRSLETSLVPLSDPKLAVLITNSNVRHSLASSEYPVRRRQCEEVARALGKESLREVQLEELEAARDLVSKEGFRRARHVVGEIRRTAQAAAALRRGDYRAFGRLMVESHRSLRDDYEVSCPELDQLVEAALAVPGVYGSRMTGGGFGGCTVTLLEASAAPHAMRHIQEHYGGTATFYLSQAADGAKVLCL
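ATP-depletion format; final 35 uM ATP, 100 uM D-galactose, 5 nM enzyme; pH 8.0 HEPES/Mg2+ buffer; 60 min RT; luminescence read 10 min after detection reagent.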
KCNH2 WT inh: blocks the wildtype human KCNH2 potassium channel | activity change, % at 1.84 µM | U2OS, BacMam KCNH2, thallium flux FluxOr; active compounds read low | 340,000 compounds, 0.37% hits | Q12809;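 active = maximum activity change below -70%; inconclusive = maximum activity change between -70% and -50%; inactive = maximum activity change above -50%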; also: % is scaled to controls: 0 for no effect and ±100 for the full control effect
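U2OS cells transduced with wild-type KCNH2 virus are loaded with FluxOr dye for 45 min, and thallium flux is measured in kinetic reads before and after stimulation buffer. Rate constants are normalized to DMSO controls.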
An asterisk follows results filed as active; ? = inconclusive; . = not tested or not shown; [ ] = dose if it differs, or a comment. Unless noted, calls follow the shape of the dose curve; as a rule, active = well fitted curve in the direction sought with a large enough effect; inconclusive = small, poorly fitted or top-dose-only effect, or another doubt; inactive = no such curve, though single readings can be large; an effect the other way counts as inactive or inconclusive. Rows are unselected, and some 2% of all compounds hit somewhere here.

Each structure is followed by: S-ASM inh | CXXC DNA block | FBPA coupling cs | KCNH2 3.1 inh | MBNL1-CUG inh | Integrin act MD | TRPV1 ag | A-T KAP1 phos | GALK inhibitor | KCNH2 WT inh
c1ccc(Oc2ccc(-c3ccnc4ncnn34)cc2)cc1
  -1.4% | -4.2% | 2.1 | 3.1 | ? | 18.0% | ? | 8.6% | -0.2% | -2.7
O=Cc1cn(Cc2ccccc2)nc1-c1cccnc1
  0.2% | 0.9% | 2.7 | 6.8 | . | -23.0% | -0.2 | 2.3% | -1.0% | -1.3
COc1ccccc1C(=O)Nc1nnc(C)s1
  -0.4% | -1.3% | 1.7 | 11.9 | -1.6% | 20.8%[7.66 µM] | 0.0 | -3.6% | 0.6% | -7.3
CC[C@]12c3[nH]c4ccc(Cl)cc4c3CCN1C(=O)[C@@H](CC(=O)NC/C=C(\C)CCC=C(C)C)C[C@@H]2C(=O)N1CCN(C(=O)C2CC2)CC1
  -14.0% | . | . | -4.4 | . | -4.4% | . | -2.8%[11.5 µM] | . | 4.6
COc1ccc(Nc2ccccc2N)cc1
  -5.0% | 18.1% | -0.1 | -8.5 | . | -42.3% | ? | -2.3% | -5.1% | -6.5
Cc1ccc(S(=O)(=O)N(C)C)cc1NC(=O)c1cc(=O)[nH]c2ccccc12
  6.3% | -0.3% | -5.9 | 1.1 | -2.0% | 20.3% | -4.6 | -6.5% | 0.5% | -12.4
CCCc1cc(=O)oc2c(C)c(OCC(=O)N3CCC(C(=O)O)CC3)ccc12
  3.0% | -5.5% | 4.8 | -6.6 | 1.3% | 21.5% | -4.1 | -5.6% | . | -1.1
CC(=O)c1cc(O)c2ccccc2c1O
  0.5% | ? | -33.0* | -20.9 | ? | -3.2% | -1.7 | -0.7% | -1.2% | -2.4
NC(=O)/C(=C\c1ccncc1)c1cccc2ccccc12
  0.3% | ? | -0.4 | -2.2 | 5.6% | -8.3% | -3.5 | -4.1% | 6.2% | -11.7
COc1cccc2cc(CC(=O)c3ccc(C)c(C)c3)c(=O)oc12
  -10.5% | 9.6% | 2.8 | 4.7 | 8.8% | -4.4% | 1.1 | -7.4% | 9.1% | 12.2
COC(=O)c1sccc1NC(=S)NCc1ccc(Cl)cc1
  -4.0% | 5.0% | -1.9 | -28.9 | -1.3% | 0.5% | ? | -11.5% | 3.5% | -27.0
N#C/C(=N\Nc1ccc(Cl)cc1)C(=O)c1ccccc1
  ? | 8.9% | 6.2 | -1.7 | 3.7% | -50.4%[inhibitor] | -2.6 | 5.0% | -6.6% | -15.2
CN(CC1CCCO1)S(=O)(=O)c1ccc(C(=O)Nc2ccc(F)cc2)cc1 (stereo not given)
  -2.1% | -10.0% | . | 2.1 | -7.4% | -14.9% | ? | -49.2% | 7.3% | -2.2
CS(=O)(=O)N(CC(=O)NC1CCCCC1)c1cccc(F)c1
  3.3% | 6.9% | -0.1 | 4.9 | -5.3% | -9.7% | -2.8 | 6.4% | -0.2% | -8.3
CCOc1ccc(OCC)c(NC(=O)C2CCN(S(=O)(=O)c3ccc4c(c3)CC(C)N4C(C)=O)CC2)c1 (stereo not given)
  -1.5% | 10.8% | . | 9.6 | 1.2% | 0.0% | 11.8 | 8.6% | -0.6% | -13.1
CC(C)n1ncc2c(C(=O)NCC(=O)Nc3ccccc3Br)cc(C3CC3)nc21
  -18.3% | . | . | -3.7 | . | ? | 7.5 | 0.6% | . | -1.4
COc1ccc(CNc2nc(-c3cccnc3)nn2S(C)(=O)=O)cc1
  0.3% | 0.8% | 3.0 | -75.6* | . | 0.0% | 2.0 | -0.7% | 3.0% | 1.5
Cc1ccc(CC(=O)NCC(C)C)cc1
  4.5% | -3.9% | 1.3 | 17.3 | 2.7% | 24.8% | 2.5 | 0.3% | -0.4% | -13.6
CC(C)Cn1c(=O)oc2ccccc21
  7.1% | 0.7% | -0.9 | 18.9 | -3.0% | 18.5% | 1.9 | -0.9% | -1.1% | -7.1
CC(C)c1[nH]nc2c1C(c1ccc(OC(=O)c3ccco3)cc1)C(C#N)=C(N)O2 (stereo not given)
  -19.0% | 77.2%[activator] | 0.9 | -1.5 | ? | -13.8% | -2.6 | 8.6% | 0.6% | -12.9
COc1cc(/C=C(\NC(C)=O)C(=O)O)cc(OC)c1OC
  0.4% | 13.6% | 2.7 | -12.1 | -8.4% | -7.4% | 1.1 | 6.4% | . | -6.7
COC(=O)Nc1ccc(C)cc1NC(=O)OC
  2.8% | 5.6% | 2.7 | 10.2 | 0.2% | 5.7% | -2.0 | 0.7% | 1.2% | 4.5
Cc1ccc(S(=O)(=O)/N=C/N(C)C)cc1
  -1.3% | -0.9% | 2.4 | 8.9 | 2.1% | -19.0% | -2.3 | 7.9% | 1.9% | -6.8
C=CCc1c(C)c(C#N)c2nc3ccccc3n2c1N1CCCCC1
  41.4% | 5.4% | 6.2 | -10.4 | -5.4% | 1.9% | 1.3 | -0.4% | -0.5% | -5.2
CCN(CC)S(=O)(=O)c1ccc(N2CCOCC2)c(NC(=O)c2cc(Cl)c3c(c2)OCO3)c1
  0.3% | . | . | 16.3 | . | 22.8% | . | 4.8% | . | -1.6
Cc1ccc(C(=O)OCC(=O)c2ccc[nH]2)s1
  1.2% | 2.4% | 6.9 | 14.5 | -9.9% | 44.7% | 1.5 | 8.2% | -1.0% | .
CCN1CCCC1CNC(=O)Cn1nc(C)n2nc(-c3ccccc3)cc2c1=O (stereo not given)
  -0.8% | -1.3% | . | -0.3 | 0.6% | -9.4% | -1.8 | -0.2% | 5.6% | 6.0
COc1ccc(S(=O)(=O)N2CCN(CC(O)CN3CCOCC3)CC2)cc1 (stereo not given)
  1.9% | . | . | -14.9 | . | 6.2% | -1.1 | 2.7% | . | -14.2
O=C(COC(=O)c1cc([N+](=O)[O-])ccc1N1CCOCC1)NCc1ccc(F)cc1
  -6.5% | 6.2% | 1.4 | 6.9 | ? | 11.7% | 12.4 | -0.2% | 4.1% | 5.3
O=c1c2cc(Br)ccc2nc(-c2ccc([N+](=O)[O-])cc2)n1O
  -0.2% | -5.0% | -5.0 | -17.5 | . | -34.0% | -1.1 | -2.9% | -2.1% | 8.3
O=C1CC(c2ccco2)CC(O)=C1C=NCCN1CCN(C2CC(=O)N(c3ccccc3)C2=O)CC1 (stereo not given)
  4.1% | 2.6% | -0.3 | -0.7 | 1.6% | 8.6% | -1.4 | 1.6% | -1.4% | -10.3
Cc1ccccc1N(CC(=O)Nc1ccc(S(=O)(=O)N2CCOCC2)cc1)S(C)(=O)=O
  4.8% | 23.0% | 1.0 | 15.1 | -12.1% | ? | 13.2 | -5.9% | 1.0% | -6.3
C=CCOc1cccc(CNCCCN2CCOCC2)c1
  6.1% | 17.0% | -0.1 | -8.3 | -6.1% | -87.3%[inhibitor] | 3.5 | -4.8% | 11.8% | 0.0
Cc1ccc(-c2csc(NC(=S)NC(=O)c3cc4ccccc4o3)n2)cc1
  -3.4% | -2.3% | 1.9 | 11.4 | -10.6% | 16.8% | -8.1 | 6.0% | 1.7% | 21.3
O=C(Nc1nc2ccc(F)cc2s1)C1=NN(c2ccccc2)C(=O)CC1
  -6.1% | 3.5% | 1.2 | 7.9 | -4.0% | 3.6% | 7.5 | -4.4% | . | -5.3
CCCc1cc(C(=O)N2CCN(C(c3ccccc3)c3ccccc3)CC2)no1
  -6.4% | 13.8% | 0.1 | -34.4 | 1.0% | -4.0% | ? | 3.7% | 0.3% | -2.1
Cc1c(NC(=O)CSc2nc(N)cc(N)n2)c(=O)n(-c2ccccc2)n1C
  10.0% | . | . | 4.1 | . | 12.0% | 0.4 | 8.8% | . | 4.0
COc1cccc(-c2nc(CS(=O)(=O)c3ccccc3)no2)c1
  2.6% | 12.8% | 0.0 | -3.7 | -25.7% | 34.2% | . | -8.1% | -1.4% | -11.1
O=C1OCc2ccc(NC(=O)c3ccccc3C(=O)O)cc21
  9.3% | 1.4% | . | 1.0 | -0.6% | ? | -7.2 | -3.6% | -4.0% | 7.4
O=C(CSc1nnc(-c2cccc(Cl)c2)o1)Nc1ccc2c(c1)OCCO2
  -7.8% | -6.8% | -1.1 | -3.2 | 5.5% | 6.8% | 8.6 | 1.8% | -0.1% | 4.3
COc1cccc2c3c(c(=O)[nH]c12)CCC(C)(C)O3
  -1.7% | -4.7% | -0.2 | 0.8 | -2.7% | -10.3% | 6.7 | 6.0% | -2.1% | 0.6
CCCOC(=O)N[C@@H]1C(=O)N2C(C(=O)OCCC)=C(C)CS[C@H]12
  -0.4% | -5.7% | 1.9 | 20.3 | -4.9% | -6.2% | -5.1 | -10.7% | . | 6.7
O=C(O)c1ccc(Cn2c(=S)[nH]c3cc(Cl)ccc3c2=O)cc1
  5.7% | -7.4% | 7.8 | 6.2 | -2.0% | 3.6% | 3.8 | 0.6% | -11.5% | -6.0

Screening data from PubChem BioAssay.
